MDM2 E3 inh – MDM2-luciferase reporter signal enhancers, primary screen, MDM2 E3 ligase inhibitor project, cell-based, luminescence, 1536-well. 0.11% of 210,000 active. signal enhancement, % at 5 µM. E3 ubiquitin-protein ligase Mdm2 (Homo sapiens), Q00987. AID 1230, 2008. cell-based MDM2 ubiquitination luciferase reporter, 2 h; 0 = plate control, 100 = twice control, blank-subtracted;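 active = signal enhancement of 30% or more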;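 also: luminescence tracks abundance of the self-degrading MDM2-luciferase fusion protein; higher signal means inhibition of MDM2 E3 ligase activity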
Target sequence (Q00987 whole entry, looked up, the tested form may be a part): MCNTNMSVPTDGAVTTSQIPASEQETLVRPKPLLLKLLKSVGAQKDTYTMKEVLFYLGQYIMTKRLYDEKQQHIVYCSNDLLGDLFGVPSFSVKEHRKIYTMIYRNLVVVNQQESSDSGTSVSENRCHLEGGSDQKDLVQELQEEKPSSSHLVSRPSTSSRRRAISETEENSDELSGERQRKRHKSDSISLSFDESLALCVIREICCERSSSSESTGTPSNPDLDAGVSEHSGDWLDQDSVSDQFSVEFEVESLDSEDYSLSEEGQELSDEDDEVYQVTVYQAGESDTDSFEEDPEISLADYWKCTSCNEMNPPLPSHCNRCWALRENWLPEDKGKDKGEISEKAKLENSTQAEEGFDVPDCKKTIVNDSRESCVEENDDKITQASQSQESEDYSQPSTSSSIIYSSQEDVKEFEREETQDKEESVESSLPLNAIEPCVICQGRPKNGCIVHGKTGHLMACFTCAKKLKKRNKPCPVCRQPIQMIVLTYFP
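Assay system: stable mammalian line carrying autodegrading MDM2–luciferase fusion reporter; Input: 2000 cells in each well; Compound dosing: single-point 5 µM; Schedule: 2 h compound exposure at 37 °C; Signal: SteadyLite luciferase luminescence after 15 min room-temperature reagent incubation; Evaluation: % luminescence enhancement versus blank-corrected plate control mean; Benchmarks: plate controls and plate blanks.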
S1P4 ag – S1P4 receptor agonists, primary screen, cell-based; activation, % at 4.98 µM; 0.35% of 220,000 active; AID 1509, 2009; S1P4-expressing cell line, agonist reporter assay; Sphingosine 1-phosphate receptor 4 (Homo sapiens), O95977; in the data active = activation above about 11%;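 also: 0% = DMSO vehicle and 100% = reference agonist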
PERK inh – block of dimerizer-induced PERK translation repression, primary screen, PERK inhibitor project, CHO PERK-DD cells, SEAP luminescence, HTS | Eukaryotic translation initiation factor 2-alpha kinase 3 (Homo sapiens), Q9NZJ5 | CHO PERK-DD fusion, SEAP luminescence translation reporter | inhibition, % at 5.6 µM | 0.17% of 220,000 active | AID 1416, 2008;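 active = inhibition above the mean inhibition of all tested compounds plus 3 SD, set separately per screening campaign, cut at about 2.9% in these data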;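 also: PERK kinase domain activated by AP20187 dimerizer at 100 nM; 0% = DMSO with dimerizer and 100% = rapamycin at 8.4 µM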
S1P4 antagonist – S1P4 receptor antagonists, primary screen, cell-based. Sphingosine 1-phosphate receptor 4 (Homo sapiens), O95977. S1P4-expressing cells, antagonist mode, reporter read-out. inhibition, % at 4.98 µM. 0.26% of 220,000 active; in the data active = inhibition above about 29%;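 also: 0% = wells stimulated with agonist and 100% = vehicle wells without agonist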
BaF3 tox – parental Ba/F3 cell viability inhibition, counter-screen for JAK2V617F inhibitor project, murine pro-B, CellTiter-Glo luminescence | CellTiter-Glo ATP luminescence | inhibition, % at 5.6 µM | 1.1% of 220,000 active | AID 1486, 2009;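 active = inhibition above a per-campaign cutoff, the mean inhibition of all tested compounds plus 3 SD, cut at about 27% in these data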;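 also: 0% = DMSO wells and 100% = JAK Inhibitor I control wells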
Ba/F3 V617F tox – reduced viability of JAK2V617F-dependent Ba/F3 cells, primary screen, JAK2V617F inhibitor project, cell-based, Ba/F3 EpoR-JAK2V617F, luminescence. ATP luminescence. inhibition, % at 5.6 µM. 1.1% of 220,000 active. AID 1446, 2008;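 active = inhibition above the campaign mean plus 3 SD over all tested compounds, cut at about 24% in these data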;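 also: cytokine-independent growth of Ba/F3 cells driven by EpoR plus mutant JAK2; 0% = DMSO-treated cells and 100% = JAK inhibitor I control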
eIF4E-4G inh – eIF4E–eIF4G protein interaction inhibitors, primary screen, biochemical, uHTS, TR-FRET, eIF4GI fragment. inhibition, % at 21.7 µM. TR-FRET eIF4E-eIF4GI(517-606) binding, 2 h. 0.37% of 220,000 active;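 active = inhibition above about 30%, limit read from the data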;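 also: 0% = full FRET control wells and 100% = background wells lacking eIF4GI fragment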
NPY2 pot ag – NPY-Y2 potentiators or agonists, primary screen, cell-based. Neuropeptide Y receptor type 2 (Homo sapiens), P49146. cells expressing NPY-Y2, potentiator/agonist read-out. activation, % at 3.6 µM. 0.45% of 220,000 active; in the data active = activation above about 27%;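 also: cells stimulated with NPY near EC25 plus isoproterenol at EC100; 0% = vehicle plus submaximal agonist and 100% = vehicle plus saturating agonist; some results beyond the cut were filed as inactive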
Target sequence (P49146 whole entry, looked up): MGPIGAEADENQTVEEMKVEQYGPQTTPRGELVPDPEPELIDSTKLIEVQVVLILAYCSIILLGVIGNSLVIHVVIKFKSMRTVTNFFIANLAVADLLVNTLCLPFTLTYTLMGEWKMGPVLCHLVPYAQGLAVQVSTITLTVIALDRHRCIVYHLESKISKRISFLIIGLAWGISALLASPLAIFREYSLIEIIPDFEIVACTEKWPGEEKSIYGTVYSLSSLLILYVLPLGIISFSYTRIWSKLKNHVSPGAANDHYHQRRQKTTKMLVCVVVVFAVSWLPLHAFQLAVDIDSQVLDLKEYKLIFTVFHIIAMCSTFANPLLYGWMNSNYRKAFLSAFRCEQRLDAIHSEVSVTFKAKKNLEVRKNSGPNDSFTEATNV
Wee1 degr inh – Wee1 degradation inhibitors, primary screen, cell-based, HeLa, Wee1K328M-luciferase, luminescence; HeLa Luc-Wee1K328M stability; 100% = proteasome inhibitor MG132 effect; reporter increase, % at 5 µM; 1.2% of 220,000 active;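 active = activation above the mean of all tested compounds plus 3 SD, set per screening run, cut at about 8.8% in these data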;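 also: cells exposed to compound for 20 h before luminescence read; 0% = DMSO alone and 100% = MG132 at 30 µM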
* marks the source's active call; other numbers are inactive results; . = not tested or not shown; [ ] = dose if it differs, or a comment.

SMILES	MDM2 E3 inh	S1P4 ag	PERK inh	S1P4 antagonist	BaF3 tox	Ba/F3 V617F tox	eIF4E-4G inh	NPY2 pot ag	Wee1 degr inh
COc1cc(C(=O)Nc2nc(OC)c(-c3ccccc3)c(OC)n2)cc(OC)c1OC	3	-1.3	-0.2	-22	5	-1	1	-8	0
CCOC(=O)c1ccc(NC(=O)NCc2c(C)nn(CC)c2C)cc1	-5	0.2	-0.5	-3	3	-3	-1	-1	-2
CC(Sc1ccccc1)C(=O)NN=C1CCN(C)CC1 (stereo not drawn)	-3	-0.5	0.0	2	0	2	3	-4	1
CCN(CC)c1ccc(CNCc2cccs2)cc1	-1	1.7	-0.1	-2	5	-2	3	-5	0
CCCNC(=S)N1CC2(C)CN(C(=O)C(=O)OCC)CC(C)(C1)C2=O	-1	0.9	0.6	-4	5	1	-2	16	0
CCn1c(-c2cc(-c3ccc(C)c(C)c3)nc3ccccc23)n[nH]c1=S	-1	0.5	0.2	-16	4	-3	1	-17	-3
CNC(=O)C1=C(C)NC(=S)NC1c1cc2c(cc1OC)CCCC2 (stereo not drawn)	3	0.9	2.1	6	3	1	2[fluorescence artefact?]	1	2
O=C1C2C3C=CC(C3)C2C(=O)N1Cc1ccc(CN2C(=O)C3C4C=CC(C4)C3C2=O)cc1 (stereo not drawn)	-10	1.1	-1.0	-5	1	-2	-2	-9	-3
Cc1ccc(S(=O)(=O)N2CCC(C(=O)N[C@@H](Cc3ccccc3)C(=O)O)CC2)cc1	-16	0.4	0.5	2	0	-4	1	11	-1
COc1ccc(C2CC(=O)C3=C(C2)Nc2ccccc2N(C(=O)CCC(=O)O)C3c2ccc(F)cc2)cc1OC (stereo not drawn)	-9	0.2	0.8	11	1	2	7	-8	1
CCOc1cc(NC(=S)Nc2cccc(OC)c2)c(OCC)cc1NC(=O)C(C)C	-9	-5.8	-1.3	1	9	5	-5	-25	2
Cn1c(=O)c(=O)n(C)c2cc(S(=O)(=O)N3CCN(c4ccccc4F)CC3)ccc21	-11	3.9	-0.4	3	-1	-3	-3	6	0
O=C(CN(C(=O)Cn1nnc(-c2ccc(F)cc2)n1)c1cnc2ccccc2c1)NCC1CCCO1 (stereo not drawn)	10	-1.8	0.5	-12	3	0	2	-1	-3
COc1ccc(-c2nnc3ccc(SCC(=O)Nc4nc5ccc(C)cc5s4)nn23)cc1OC	-12	2.2	0.5	-2	4	-4	1	-9	-1
COc1ccc(-c2noc(C3CCCN(S(=O)(=O)c4ccc(C)c(Cl)c4)C3)n2)cc1OC (stereo not drawn)	-7	-2.8	0.1	-3	1	-4	-6	7	-5
CC1=NNC(=O)C1CC(=O)N/N=C/c1cccs1 (stereo not drawn)	-4	-0.3	-0.8	5	-4	2	5	7	-2
N#CCOc1nc(N2CCOCC2)nc(N2CCOCC2)n1	-8	0.4	0.8	-10	2	-2	-25	6	-3
Cc1ccc(NC(=O)CN2CCCC2)c2c1CC(C)(C)O2	-3	0.9	-0.1	1	2	-3	0	1	2
CC1CCN(c2cc(N3CCN(C(=O)c4ccc(F)c(F)c4)CC3)c([N+](=O)[O-])cc2F)CC1	0	0.2	0.8	-9	7	4	2	-4	1
CCCn1c(=O)c2c(nc3n2CCS3)n(C)c1=O	-8	1.4	0.4	-2	1	-6	-1	9	-1
NC(=O)CSc1nnc2sc3ccccc3n12	1	1.0	0.9	1	1	0	3[fluorescence artefact?]	2	8
N#Cc1cc(-c2ccccc2)nn1-c1ccccc1	-4	0.2	1.0	16	0	-4	66*[fluorescence artefact?]	3	-2
O=C(C1CC1)N1CCCC(c2ccc(Cl)cc2)=N1	-7	-0.9	0.4	-5	0	-2	-2	4	6
O=S(=O)(c1ccccc1)N1CCN=C1SCc1ccc(Cl)c(Cl)c1	3	0.6	0.1	-18	-1	-4	12	-4	4
CCN(CC(=O)Nc1cc(C)nn1-c1nc(C)cc(C)n1)Cc1ccccc1	-2	195*	-0.7	1	9	0	1	-1	2
Cc1ccc(C)c(OCCCC(=O)Nc2ccccc2C(N)=O)c1	-7	-0.8	0.4	-18	9	2	0	11	2
CC1(C)Cc2c(C#N)c(OCC(=O)c3ccc(Cl)cc3)nc(-c3ccco3)c2CO1	-9	-3.4	0.1	-17	-4	-5	-16	1	3
O=Cc1ccc(Oc2cccc(C(F)(F)F)c2)nc1	-5	8.3	0.6	1	3	1	2	-11	2
Cc1cc(C)[n+](C)n1CC(O)Cn1c2ccccc2c2ccccc21 (stereo not drawn)	-5	-1.4	-0.7	0	2	0	6	14	2
Cc1cc(C(F)(F)F)nn1CC(=O)NCc1ccco1	-6	0.2	0.0	-13	10	1	3	4	2
CCN(CC)CC(=O)c1c[nH]c2ccc(C)cc12	-11	2.0	1.3	-5	3	1	-6	-4	-3
Cc1ccccc1Nc1nc(N)nc(COc2ccc(C#N)cc2)n1	-5	-1.1	0.6	-10	2	-2	-2	-6	-3
COc1ccc2nc3sc(C(=O)NCCN4CCc5ccccc5C4)cc3cc2c1	-9	1.6	-1.3	-15	11	2	-15	4	3
Cc1cc2c(=O)oc(-c3ccc(Br)cc3)nc2s1	-26	-0.1	0.0	9	-3	2	6	1	-1
COC(=O)Cc1c(C)nc2nc(NCc3c(F)cccc3Cl)[nH]n2c1=O	15	-2.0	0.2	-6	4	1	-2	18	-1
CCC1=[N+](CC(=O)c2ccc(C)cc2)CCn2c(C)ccc21	-15	-0.8	0.3	-6	20	8	5	8	-1
CC(C)c1ccc2nc3sc(C(=O)N4CCc5ccccc5C4)c(N)c3cc2c1	12	1.2	0.6	-7	11	4	13	-12	1
O=C(CN1C(=O)C2CC=CCC2C1=O)Nc1nnc(SCc2ccc(Cl)cc2)s1 (stereo not drawn)	-21	0.3	0.5	-23	4	-1	0	-14	-2
COCCn1nnnc1CN(CCc1ccccc1)Cc1cc2ccc(C)cc2[nH]c1=O	-5	0.2	0.2	-5	1	-1	-10	-17	2
CCOC(=O)C(=O)Nc1cc([N+](=O)[O-])ccc1C	-9	-0.2	0.2	-10	4	-2	5	-8	2
C#CCOCCOCCOCCNc1nc(N2CCOCC2)nc(N2CCN(C(=O)[C@H]([C@@H](C)CC)n3cc(CCCN=C(N)N)nn3)CC2)n1	.	-0.2	-0.3	6	1	-1	3	13	0
O=C(Cn1cc2c(n1)CCCC2)NCc1cccc(Cl)c1	-9	-1.2	0.2	-3	10	5	0[fluorescence artefact?]	-11	-1
COC(=O)c1c(C)[nH]c(C(=O)OCc2ccc(F)cc2)c1C	-18	0.7	-0.4	-9	2	-2	-3	3	5
COc1ccc(N(C(=O)CNC(=O)c2cccs2)C(C(=O)NCC2CCCO2)c2ccc(OC)c(OC)c2)cc1 (stereo not drawn)	.	-1.2	0.7	-2	11	5	1	-13	0
CCCn1c(NC(=O)C2CCN(S(=O)(=O)c3cccs3)CC2)nc2ccccc21	-11	0.6	-2.2	-16	9	8	8	-30	2
COc1ccc(C(=O)OCC(=O)Nc2ccc(Cl)cn2)cc1	14	-1.9	0.5	10	5	3	-3	-1	1
Cc1nc(NC(=O)c2cccc(-c3cc4ccccc4oc3=O)c2)ccc1Br	-13	0.2	1.0	-101	2	0	7	3	0
Cc1ccc(CNC(=O)CS(=O)(=O)c2ccccc2)cc1	-4	-1.6	0.2	-5	6	3	2	-24	1
O=C1COc2ccc(C(=O)CSc3nnc(NCc4ccccc4)s3)cc2N1	.	0.4	1.4	-10	-7	1	-6	-6	0
COc1ccc(/C=N/n2c(-c3n[nH]c4c3CCC4)n[nH]c2=S)cc1OC	5	0.8	0.9	-9	7	-1	10	3	-1
Nc1cc(C(=O)O)ccc1Nc1ccc(F)c(F)c1	-11	0.5	0.1	8	3	-2	1	0	-1
Cc1csc(NC(=O)CSc2nc(C(C)C)nc3c2c(=O)n(C)c(=O)n3C)n1	-21	0.0	-0.4	2	8	-1	2	11	1
O=C(CCl)Nc1cccc(S(=O)(=O)N2CCCCCC2)c1	-5	0.1	0.7	-7	-2	1	-3	7	-4
O=C(Cn1cccc1)N1CCN(c2ccc(F)cc2)CC1	-25	1.7	0.6	-11	4	-2	1	27	-1
CCc1c(C)nc2[nH]nc(-c3ccccc3)n2c1=O	-6	1.1	-0.1	13	2	4	-3	-9	1
COc1ccc(C(=O)Nc2cccc(C(=O)N3CCCC3)c2)cc1	3	-3.3	-0.2	-17	6	1	-2	-12	0
CC1(CC(=O)Nc2ccccc2)NC(=S)N(c2ccccc2)N1 (stereo not drawn)	-23	0.1	2.2	-10	7	-1	6	16	0
Cc1c(NC(=O)COc2ncnc3ccccc23)c(=O)n(-c2ccccc2)n1C	-1	-1.4	1.0	-1	4	1	2	4	-1
COc1ccc(C2(C)NC(=O)N(CC(=O)Nc3ccc4c(c3)OCO4)C2=O)cc1OC (stereo not drawn)	1	-2.2	0.8	-5	3	-3	3[fluorescence artefact?]	-4	-3
O=C1CCC/C(=N/NC(=O)c2sc3ccccc3c2Cl)C1	.	0.4	0.8	-3	-2	0	1	-10	-1

(next part)
SMILES	MDM2 E3 inh	S1P4 ag	PERK inh	S1P4 antagonist	BaF3 tox	Ba/F3 V617F tox	eIF4E-4G inh	NPY2 pot ag	Wee1 degr inh
Cc1ccc(NC(=O)Nc2ccc3c(c2)N(C)C(=O)CS3)nc1	.	-2.0	-1.0	-12	-3	2	-8	3	4
O=C(OCc1nc2ccccc2s1)c1ccco1	-8	-0.7	0.8	-9	4	-1	-4	2	1
COCCOC(=O)C1=C(C)NC2=C(C(=O)CC(C)(C)C2)C1c1ccc(N(C)C)cc1 (stereo not drawn)	-23	-1.1	0.6	-17	3	-1	7	-8	2
CC1Cn2c(COc3ccccc3)nnc2S1 (stereo not drawn)	-6	2.1	0.3	-20	-1	-5	2[fluorescence artefact?]	-10	1
O=C(Nc1ccccc1C(=O)O)c1cccc(NC(=O)c2ccc(Br)o2)c1	3	1.4	1.9	-18	2	-2	-3	3	-2
CC(C)(C)C1CCC(=NNC(=O)C(=O)NCc2cccnc2)CC1 (stereo not drawn)	-5	0.1	0.3	2	8	2	3	-9	4
Cc1ccc2cccc(NC(=S)NC(=O)c3c(Br)cnn3C)c2n1	.	1.0	0.2	8	6	-5	2	-6	0
CCOC(=O)CSc1n[nH]c(NS(=O)(=O)c2ccccc2C(F)(F)F)n1	-1	-1.3	1.5	-13	8	0	0	15	4
N#Cc1nc(Cc2cccc3ccccc23)oc1NCc1ccc2c(c1)OCO2	-14	1.3	-0.6	-4	3	2	-1	-16	-3
Cc1nnc(NC(=O)c2ccccc2C(=O)O)s1	-14	-1.2	2.1	10	4	-1	1	-14	-1

Assay outcomes as filed in PubChem.
